PKM2 act: qHTS Assay for Activators of Human Muscle isoform 2 Pyruvate Kinase. Potency, µM (top dose mostly 57.5 µM), for the others: at the highest dose activation, most hits filed as activators. Pyruvate kinase PKM (Homo sapiens), P14618. 260,000 compounds, 0.34% hits. purified PKM2, Kinase-Glo ATP luminescence, activation; response scale: 0% is enzyme alone, no compound; also: potency is read from the fitted curve at half-maximal effect; % is scaled to controls: 0 for no effect and ±100 for the full control effect; nearly all actives have a fitted effect of over 55% in size
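ATP formation by purified human PK-M2, quantified via coupled luciferase luminescence after 1 h at room temperature with 0.1 mM ADP and 0.5 mM PEP final.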
TSG101-PTAP inh: qHTS Assay for Iinhibitors of HIV-1 Budding by Blocking the Interaction of PTAP/TSG101; Fluorescence polarization, FITC-PTAP peptide / Tsg101 binding; Potency, µM (highest dose often 115 µM), for inactives: at the top dose activity change, negative = inhibition, usual class: inhibitors; 340,000 tested, under 10 active; AID 493005, 2010; active = well fitted inhibition curve with a large enough effect in the main read-out, with a control signal flat, not every such curve was filed as active; inconclusive = small, poorly fitted or top-dose-only effect, or effect the other way, or a change in a side signal; inactive = no such curve, though single readings can be large or run the other way; also: potency is read from the fitted curve at half-maximal effect; % of control where 0% means no effect
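Fluorescence polarization binding of Tsg101 binding domain (10 uM final) to FITC-labeled PTAP peptide (50 nM final) in HEPES pH 7.5 buffer with NaCl, Tween 20, EDTA, TCEP. Compounds added before peptide; binding 20 min at RT.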
Chronic BCR inh: qHTS Assay to Find Inhibitors of Chronic Active B-Cell Receptor Signaling; ABC-DLBCL IkBa-CBG/CBR reporter, luminescence ratio, 4 h; 340,000 compounds, 0.05% hits; Potency, µM (top dose mostly 46.1 µM), without a hit: at the top dose ratio change, negative = lower green/red ratio, most hits filed as inhibitors; active = well fitted inhibition curve with a large enough effect in the signal ratio, with a control signal flat, not every such curve was filed as active; inconclusive = small, poorly fitted or top-dose-only effect, or effect the other way, or a change in a side signal; the % refers to the signal ratio;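 also: potency is read from the fitted curve at half-maximal effect; plate controls were basal doxycycline-induced cells for no effect and cells given 10 µM MG132 for full effect; MG132 reads +100%, hits lower the ratio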
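Doxycycline induced both beetle luciferases in TMD8 lymphoma cells; IKK-driven degradation limits the IkappaBalpha-fused green signal, while red luminescence normalises for cell number and nonspecific effects. Compounds tested up to 46 uM, 4 hrs.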
B2AR arrestin: qHTS assay of beta-arrestin-biased ligands of beta2-adrenergic receptor; Beta-2 adrenergic receptor (Homo sapiens), P07550; beta-arrestin recruitment to beta2AR, cell-based reporter; Potency, µM (series often up to 46.1 µM), inactives show at the highest dose activation, actives largely listed as activators; 330,000 compounds, 0.02% hits;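 also: potency is read from the fitted curve at half-maximal effect; 0% = DMSO controls and full agonism = EC100 isoproterenol or metaproterenol; nearly all actives have a fitted effect of over 65% in size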
ASM inhibitor: Inhibitors of Secretory Acid Sphingomyelinase (S-ASM): qHTS | Sphingomyelin phosphodiesterase (Homo sapiens), P17405 | placental ASM, HMU-PC fluorogenic substrate, 60 min | Potency, µM (series often up to 57.5 µM), without a hit: top-dose activity change, negative = inhibition, hits mostly inhibitors | 340,000 compounds, 0.006% hits | AID 504937, 2011; also: potency is read from the fitted curve at half-maximal effect
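Fluorogenic HMU-PC substrate (9 uM final) is turned over by placental ASM in 60 min at 37 C after a 10 min compound preincubation. Reaction ended by alkaline stop (pH 10), with fluorescence read at 386/447 nm.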
Tb PFK inh: qHTS Assay to Find Inhibitors of T. brucei phosphofructokinase; ATP-dependent 6-phosphofructokinase (Trypanosoma brucei brucei), O15648; T. brucei PFK, ADP-Glo luminescence; Potency, µM (series often up to 57.5 µM), without a hit: at the highest dose activity, negative = inhibition, usual class: inhibitors; 330,000 compounds, 0.17% hits; AID 485367, 2010;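 also: potency is read from the fitted curve at half-maximal effect; 0% = uninhibited 1x PFK enzyme wells and -100% = no-enzyme wells; nearly all actives have a fitted effect of over 60% in size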
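PFK 1.25 nM, F6P 0.5 mM, ATP 0.1 mM, 0.1 M TEA pH 8.0, 5 mM MgCl2, 0.01% Tween20, 0.1% BSA; 45 min RT. ADP-Glo readout. qHTS titration up to 57 uM; curves fitted, compounds curve-classed.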
a7 integrin act: qHTS for Activators of Integrin-Mediated Alleviation for Muscular Dystrophy; alpha7betagal myoblasts, beta-gal FDG fluorescence, 48 h; 350,000 compounds, 0.064% hits; AID 624291, 2012; Potency, µM (doses to about 38.3 µM), for inactives: top-dose activation, most hits filed as activators;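 also: potency is read from the fitted curve at half-maximal effect; 100% = response of the positive control SU9516; nearly all actives have a fitted effect of over 60% in size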
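alpha7betagal+/- myoblasts (passage 13, 250/well) treated 48 h at 37C with compounds at 1:260 dilution of DMSO stock. Lysed, then beta-galactosidase activity read as FDG fluorescence (ex 480/em 540) after 30 min, with pre-read for autofluorescence.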
Giardia killer: Small Molecules that selectively kill Giardia lamblia: qHTS. Giardia lamblia trophozoite viability. 340,000 compounds, 0.15% hits. activity change, % at 7.66 µM, hits read low; in the data active = activity change below about -80%; inconclusive = between about -30% and that limit;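 also: parasites exposed to compound for two days anaerobically before the ATP read; % is scaled to controls: 0 for no effect and ±100 for the full control effect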
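Media and compound were dispensed first, then trophozoites at 100 cells/well; plates sat 48 hrs at 37 deg C without oxygen before ATP luminescence reagent was added and read after 15-30 min at room temperature.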
GALK inh: qHTS Assay for Inhibitors of Human Galactokinase (GALK); 270,000 compounds, 0.007% hits; Potency, µM (doses to about 57.5 µM), without a hit: top-dose activity change, negative = inhibition, actives largely listed as inhibitors; Purified GALK, Kinase-Glo residual ATP luminescence; P51570; also: potency is read from the fitted curve at half-maximal effect; % is scaled to controls: 0 for no effect and ±100 for the full control effect
Target sequence (P51570 whole entry, looked up): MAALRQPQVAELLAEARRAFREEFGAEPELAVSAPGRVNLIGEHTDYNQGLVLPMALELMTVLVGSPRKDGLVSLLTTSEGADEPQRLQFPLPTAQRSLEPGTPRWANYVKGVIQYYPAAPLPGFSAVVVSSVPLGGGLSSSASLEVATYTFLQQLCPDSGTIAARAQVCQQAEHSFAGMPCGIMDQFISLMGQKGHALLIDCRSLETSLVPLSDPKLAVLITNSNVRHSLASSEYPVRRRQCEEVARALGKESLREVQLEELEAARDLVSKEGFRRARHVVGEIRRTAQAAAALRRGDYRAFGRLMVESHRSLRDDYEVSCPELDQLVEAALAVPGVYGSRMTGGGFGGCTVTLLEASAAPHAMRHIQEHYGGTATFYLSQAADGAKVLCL
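Kinase-Glo Plus luminescence measured ATP left after a 1 h room-temperature reaction. The reaction used 5 nM GALK, 100 uM galactose and 35 uM ATP at pH 8.0 (20 mM HEPES, 5 mM MgCl2, 60 mM NaCl, 1 mM DTT, 0.01% BSA).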
Menin MLL FP TR: qHTS Assay for Inhibitors Targeting the Menin-MLL Interaction in MLL Related Leukemias: Competition With Texas Red Labeled MLL-derived Mutant Peptide; O00255; Menin + Texas Red MLL mutant peptide, fluorescence polarization; Potency, µM (series often up to 61.6 µM), for the others: top-dose FP activity change, negative = inhibition, actives largely listed as inhibitors; 270,000 compounds, 0.23% hits; AID 1768, 2009; active = well fitted inhibition curve with a large enough effect in the polarisation, with a control signal flat, not every such curve was filed as active; inconclusive = small, poorly fitted or top-dose-only effect, or effect the other way, or a change in a side signal; inactive = no such curve, though single readings can be large or run the other way; the % refers to the polarisation; also: potency is read from the fitted curve at half-maximal effect; % of control where 0% means no effect; many of its hits are not listed in these tables
Target sequence (O00255 whole entry, looked up): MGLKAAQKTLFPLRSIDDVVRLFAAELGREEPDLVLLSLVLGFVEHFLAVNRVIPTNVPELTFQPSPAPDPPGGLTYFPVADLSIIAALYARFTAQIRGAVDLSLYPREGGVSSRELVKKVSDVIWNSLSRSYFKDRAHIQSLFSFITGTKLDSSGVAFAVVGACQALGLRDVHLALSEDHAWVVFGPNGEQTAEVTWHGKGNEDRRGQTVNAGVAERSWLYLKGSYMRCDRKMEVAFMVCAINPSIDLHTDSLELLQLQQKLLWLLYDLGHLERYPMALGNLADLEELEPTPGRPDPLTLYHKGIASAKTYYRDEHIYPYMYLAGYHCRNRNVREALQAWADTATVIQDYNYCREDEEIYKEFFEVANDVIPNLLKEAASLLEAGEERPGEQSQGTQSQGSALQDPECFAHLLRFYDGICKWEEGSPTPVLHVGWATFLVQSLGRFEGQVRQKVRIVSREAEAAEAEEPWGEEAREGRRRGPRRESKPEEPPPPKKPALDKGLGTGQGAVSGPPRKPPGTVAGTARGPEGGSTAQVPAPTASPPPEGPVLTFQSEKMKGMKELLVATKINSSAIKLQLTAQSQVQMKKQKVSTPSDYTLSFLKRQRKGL
Coupling enz: qHTS Assay for Inhibitors of Fructose-1,6-bisphosphate Aldolase from Giardia Lamblia: Coupling assay counterscreen | coupling enzyme system counterscreen, AmpLite Red fluorescence | activity change, negative = inhibition, % at 58.2 µM, hits read low | 290,000 compounds, 0.67% hits | AID 2472, 2010; in the data active = activity change below about -30%; also: % is scaled to controls: 0 for no effect and ±100 for the full control effect
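Coupling enzymes only (glyceraldehyde-3-phosphate) + compound, at 57.5 uM final, 10 min RT; add substrate/coupling/AmpLite Red mix, 20 min RT; fluorescence ex 525/em 598 nm. Actives flag coupling-system interference.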
* hit, by the source's call; ? = inconclusive; · = no result given; [ ] = remark or other dose. Unless noted, calls follow the shape of the dose curve; as a rule, active = well fitted curve in the direction sought with a large enough effect; inconclusive = small, poorly fitted or top-dose-only effect, or another doubt; inactive = no such curve, though single readings can be large; an effect the other way counts as inactive or inconclusive. Not all compounds are listed, so the mix of outcomes need not match the whole.

The line under a structure holds: GALK inh	PKM2 act	B2AR arrestin	Coupling enz	Giardia killer	a7 integrin act	ASM inhibitor	TSG101-PTAP inh	Menin MLL FP TR	Tb PFK inh	Chronic BCR inh
1) COc1c(C)cc(Br)cc1C(=O)NCc1cccnc1
→ 1%	-1%	-0.1%	5	7	0%	2%	-4%	-1%	0%	-22%
2) CCN(Cc1ccccc1)S(=O)(=O)c1cc(C(=O)NCCCN(C)C)ccc1OC
→ 8%	0%	-0.1%	0	10	14%	-2%	-1%	-14%	2%	-13%
3) Cc1cccc(N(C)C(=O)CN2C(=O)COc3ccc(S(=O)(=O)N4CCCCCC4)cc32)c1
→ -1%	·	0.2%	·	39[activator]	10%	1%	-3%	·	4%	?
4) CC1(C)CCCC2=C1CC1C(=O)N(N)C(=O)C1C2 (stereo not drawn)
→ -1%	-6%	3.4%	-2	3	0%	-6%	-4%	·	-3%	1%
5) CCN1C(=S)N[C@@H](c2cccc(C(F)(F)F)c2)C(C(=O)OC)=C1C
→ ·	0%	0.1%	2	·	·	·	·	-22%	0%	?
6) COC(=O)c1ccccc1NC(=O)NC1CCC(C)CC1 (stereo not drawn)
→ -3%	5%	-0.7%	1	-14	-14%	0%	-4%	-10%	-9%	?
7) CN(CC(=O)Nc1cccc(C(F)(F)F)c1)Cc1ccccc1
→ -1%	-4%	-0.8%	0	3	?	-1%	-2%	-15%	4%	14%
8) Cc1cccc(OCCCCc2c(C)n[nH]c2C)c1C
→ -2%	-1%	0.0%	-1	10	0%	-2%	-16%	?	2%	-10%
9) CCn1c(NCc2ccco2)nc2ccccc21
→ 0%	-6%	-0.1%	2	8	-32%[inhibitor]	-1%	0%	-1%	0%	-2%
10) Cc1cccc(NCc2ccc(Br)cc2)n1
→ 0%	·	-0.7%	0	24	-5%	9%	-2%	6%	-1%	?
11) CSc1ncc(F)c(N(CCO)CCO)n1
→ 0%	-7%	-0.1%	2	-3	25%	5%	-1%	-10%	1%	1%
12) Cc1cc(=O)oc(C)c1C(=O)Nc1cccc2nonc12
→ 0%	0%	-0.3%	-6	3	4%	5%	4%	6%	-2%	?
13) CCOC(=O)c1cnc(SCC(=O)Nc2ccc(NC(=O)CC)c(OC)c2)nc1N
→ 3%	-2%	-0.1%	0	4	8%	-1%	-4%	-2%	-2%	1%
14) CC1CC(=O)Nc2ccccc2N1C(=O)CSc1ncnc2sccc12 (stereo not drawn)
→ ·	·	0.2%	·	23	-7%	0%	-3%	·	2%	-13%
15) CC(=O)c1cccc(N2C(=O)C3C4CCC(C4=C(C)C)C3C2=O)c1 (stereo not drawn)
→ 2%	-26%	0.0%	-1	5	9%	-1%	-1%	-8%	9%	3%
16) O=C(CN1CCN(C(=O)c2ccco2)CC1)Nc1ccc2c(c1)OCCO2
→ -4%	4%	0.1%	2	1	-18%	2%	-3%	-1%	-2%	-1%
17) CC(Nc1ccccc1)c1ccncc1 (stereo not drawn)
→ 1%	-24%	0.1%	1	7	?	7%	0%	-2%	1%	-1%
18) COc1ccc(NC(=O)CSc2ccc(-c3cccnc3)nn2)cc1
→ 4%	-4%	0.5%	-5	5	-9%	-4%	-2%	-2%	-1%	1%
19) CC(C)NC(=O)c1ccc(C(C)C)cc1
→ 3%	-4%	-0.8%	1	4	-12%	1%	-7%	-5%	0%	?
20) O=C1CC(c2cccc(F)c2)SC(N(c2ccccc2)c2ccccc2)=N1 (stereo not drawn)
→ 2%	3%	0.3%	14	5	?	-12%	-2%	-19%	1%	1%
21) O=C(COC(=O)c1cccc(C(F)(F)F)c1)NCc1ccccc1
→ 2%	5%	-0.4%	-1	3	5%	2%	0%	2%	-3%	2%
22) CC(C)CNS(=O)(=O)c1cc2c3c(c1)CC(=O)N3CCC2
→ 3%	·	-0.2%	1	12	0%	0%	0%	-20%	1%	2%
23) COc1ccc(C(CNS(=O)(=O)c2ccc(F)cc2)N2CCN(C)CC2)cc1 (stereo not drawn)
→ ·	·	0.2%	·	-11	7%	4%	-1%	·	2%	0%
24) Cc1ccc(NCC(=O)Nc2ccc(Br)cc2)cc1C
→ -4%	-2%	2.5%	1	?	?	2%	-1%	-4%	-8%	-5%
25) COc1cccc(C2(O)CCN(C(=O)Cc3cccnc3)CC2)c1
→ -1%	-1%	-2.1%	·	-13	0%	1%	-1%	-2%	1%	8%
26) O=C(CSc1ccsc1[N+](=O)[O-])N1CCCCCC1
→ 0%	-6%	0.1%	0	-6	8%	8%	0%	6%	-13%	-18%
27) Nc1nnc(C2CCCC2)s1
→ 7%	0%	0.0%	2	-14	-1%	2%	-8%	-6%	-3%	4%
28) COc1ccc(Br)cc1/C=C1\Oc2ccccc2NC1=O
→ ·	·	-0.1%	0	-10	-1%	279%[activator]	0%	?	1%	4%
29) CCOC(=O)c1c(-c2ccc(F)cc2)csc1NC(=O)CCN1CCOCC1
→ 1%	-5%	-0.9%	-3	8	-27%	-1%	-2%	-2%	-4%	0%
30) Cc1[nH]nc(SCC(=O)Nc2cccc(O)c2)c1[N+](=O)[O-]
→ 4%	10µM*	-0.2%	3	-12	-24%	-1%	-1%	26%	-6%	1%
31) COc1cc(C(=O)Nc2nc(-c3ccc(Cl)cc3)c(C)s2)ccc1OCC(=O)Nc1ccc(F)cc1
→ 1%	11%	-0.6%	2	6	-48%[inhibitor]	3%	-1%	8%	6%	-1%
32) O=C(Oc1cccc(/C=N/Nc2nc(N3CCOCC3)nc(N3CCOCC3)n2)c1)c1ccco1
→ ·	0%	-0.9%	-4	-5	4%	-1%	1%	-1%	3%	-4%
33) CCOC(=O)Cc1csc(NC(=O)/C=C/c2ccccc2Cl)n1
→ -2%	-1%	-0.1%	-3	-12	-14%	-5%	0%	·	12%	?
34) O=C(O)CC1=C(O)C(=O)N(c2ccccc2)C1c1ccc(Cl)cc1 (stereo not drawn)
→ -5%	1%	-0.1%	7	-9	-3%	4%	-8%	-15%	1%	23%
35) O=C(NCCC1=CCCCC1)c1cnc2n(c1=O)CCS2
→ -1%	7%	-0.3%	4	2	-4%	0%	-4%	-2%	0%	?
36) C[C@H](CO)N1C[C@H](C)[C@@H](CN(C)S(=O)(=O)c2cn(C)cn2)Oc2c(NS(=O)(=O)c3ccc(F)cc3)cccc2C1=O
→ ·	·	0.9%	·	13	5%	8%	-1%	·	2%	3%
37) COc1ccccc1N(C)S(=O)(=O)c1ccc(C(=O)Nc2ncc(C)s2)cc1
→ ·	·	0.0%	·	8	5%	-1%	-5%	·	0%	14%
38) COC(=O)c1ccccc1S(=O)(=O)Nc1ccc2cn[nH]c2c1
→ 1%	-1%	-0.1%	-12	3	4%	1%	-7%	11%	6%	-3%
39) Cc1ccccc1NC(=O)Cn1cnc2c1c(=O)n(C)c(=O)n2C
→ 4%	2%	0.0%	1	-7	8%	2%	0%	16%	3%	-4%
40) Cc1cc([N+](=O)[O-])ccc1NC(=O)Nc1ccccc1F
→ 0%	0%	-0.2%	0	-10	1%	-4%	-9%	4%	0%	5%
41) COc1ccc(-c2ccc(SCC(=O)N3CCN(c4ccccc4)CC3)nn2)cc1
→ 1%	0%	0.1%	-3	-8	4%	3%	-2%	-5%	2%	1%
42) Cc1cc(NS(=O)(=O)c2ccc(Nc3nc(-c4sc(N)nc4C)cs3)cc2)no1
→ -2%	7%	-0.1%	-11	-4	-8%	?	-4%	0%	1%	1%
